Source: PubChem (The Scripps Research Institute Molecular Screening Center)
FBW7 activator = human FBW7 E3 ligase activation, primary screen. normalized activity (activation), % at 26.1 µM. AID 1259310. 650,000 tested, 0.13% active. AlphaScreen FBW7–phospho-cyclin E peptide binding, activator screen. Q969H0; in the data active = normalized activity above about 1.9%;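 also: purified mutant Fbw7 with reduced substrate affinity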
MITF inh = human MITF inhibition, primary screen; 650,000 tested, 0.91% active; AlphaScreen MITF homodimerization, bead proximity signal; AID 1259374; inhibition, % at 2.6 µM; in the data active = inhibition above about 50%;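 also: 0% = vehicle wells with protein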
Target sequence (O75030 whole entry, looked up): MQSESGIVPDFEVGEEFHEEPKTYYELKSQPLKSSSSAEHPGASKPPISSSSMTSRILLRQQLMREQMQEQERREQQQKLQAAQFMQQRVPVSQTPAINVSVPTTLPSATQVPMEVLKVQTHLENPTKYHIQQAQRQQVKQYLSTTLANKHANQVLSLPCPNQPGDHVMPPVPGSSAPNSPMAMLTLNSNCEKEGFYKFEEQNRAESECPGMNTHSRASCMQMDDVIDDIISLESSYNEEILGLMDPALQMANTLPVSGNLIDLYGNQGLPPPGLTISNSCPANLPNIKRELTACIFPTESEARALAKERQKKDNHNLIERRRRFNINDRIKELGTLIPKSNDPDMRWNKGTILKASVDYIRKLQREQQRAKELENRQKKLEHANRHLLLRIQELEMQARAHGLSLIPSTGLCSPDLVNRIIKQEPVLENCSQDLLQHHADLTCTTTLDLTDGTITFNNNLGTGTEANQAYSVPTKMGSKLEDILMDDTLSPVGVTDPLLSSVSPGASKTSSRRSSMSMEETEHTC
TEAD-YAP block = TEAD-YAP interaction inhibition; 640,000 tested, 1.4% active; inhibition, % at 9.12 µM; AID 1259422; HEK-TIYL cells, TEAD-Gal4/YAP UAS-luciferase luminescence; in the data active = inhibition above about 32%;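 also: 0% = median of test compound wells and 100% = reference inhibitor wells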
GPR151 activ = activates the human receptor GPR151; Q8TDV0; activation, % at 11.2 µM; 650,000 tested, 1% active; PathHunter beta-arrestin GPR151 cells, luminescence; in the data active = activation above about 4.9%;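 also: 0% = median of compound wells and 100% = cells with positive control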
Target sequence (Q8TDV0 whole entry, looked up): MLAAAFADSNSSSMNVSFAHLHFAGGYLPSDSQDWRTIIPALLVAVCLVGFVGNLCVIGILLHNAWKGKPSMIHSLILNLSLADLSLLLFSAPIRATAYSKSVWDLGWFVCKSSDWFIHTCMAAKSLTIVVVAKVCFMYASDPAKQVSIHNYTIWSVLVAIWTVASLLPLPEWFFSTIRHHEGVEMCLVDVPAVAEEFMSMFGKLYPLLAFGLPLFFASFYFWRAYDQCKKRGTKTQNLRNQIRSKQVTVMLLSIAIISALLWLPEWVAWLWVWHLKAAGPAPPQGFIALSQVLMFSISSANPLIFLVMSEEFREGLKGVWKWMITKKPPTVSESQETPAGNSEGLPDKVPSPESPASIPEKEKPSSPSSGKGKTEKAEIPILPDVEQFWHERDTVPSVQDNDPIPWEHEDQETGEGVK
* = called active by the depositor; & = joins results of further samples.

Structure | FBW7 activator | MITF inh | TEAD-YAP block | GPR151 activ
Nc1ccc(C(=O)Nc2cc(NC(=O)c3ccc(N)cc3)cc(C(F)(F)F)c2)cc1 | -0.1 | 5 | -16 | 1.7
Cc1[nH]n(-c2ccccc2)c(=O)c1CCOC(=O)c1cccs1 | 0.2 | -11 | 2 | 0.0
Cc1ccc(C)c(OCCCNCCO)c1 | 0.1 | 12 | 3 | 1.3
CCCCN(Cc1ccccc1)S(=O)(=O)c1ccc2c(c1)oc(=O)n2C | -0.1 | 0 | -11 | 0.3
COC(=O)c1cc2cc(OC)ccc2oc1=O | -0.1 | -4 | -9 | 0.1
CC1=C(C(=O)O)N2C(=O)[C@@H](NC(=O)[C@H](N)C3=CCC=CC3)C2SC1 (stereo not given in full) | 0.0 | 11 | 14 | -0.7
O=C(CCn1c(=O)[nH]c2ccccc2c1=O)N1CCCC1 | 0.4 | 6 | 4 | 0.7
Cc1nnc(SC(C)C(=O)Nc2ccc3nc(SCC(=O)n4c5c(c6ccccc64)CCCC5)sc3c2)s1 (stereo not given) | 0.0 | -1 | 13 | 1.7
COc1ccc(/C(C)=N/NC(=O)C(O)(c2ccccc2)c2ccccc2)cc1[N+](=O)[O-] | 0.0 | -5 | -1 | -0.6
Cc1ccccc1-n1[nH]c(C)c(C=Nc2ccccc2[N+](=O)[O-])c1=O | -0.4 | 0 | 5 | -0.4
Cc1ncc(CN2CCC(CO)(CCc3ccccc3)CC2)s1 | 0.2 | 9 | 13 | -0.4
CCN(CC)S(=O)(=O)c1cccc(C(=O)Nc2nnc(-c3cccs3)s2)c1 | 0.6 | 8 | 6 | -1.0
CCC1C(=O)N=C(SCC(=O)Nc2ccc(C)cc2)N(c2ccccc2)C1=O (stereo not given) | 0.1 | -1 | 15 | 1.1
COc1cc(/C=C2/SC(=O)N(C)C2=O)ccc1OCc1cccc(C(=O)O)c1 | 0.2 | -6 | -23 | 4.4
COCCOC(=O)c1c(C)oc2ccc(NS(=O)(=O)c3c(C)cc(C)cc3C)cc12 | 0.9 | 25 | -4 | 0.6
CCOc1ccc(OCCCNCCOC)cc1 | 0.2 | 57* | 0 | -0.2
CC(=O)NC(Cc1cccc2ccccc12)C(=O)N1CCN(C(=O)Nc2ccccc2)CC1 (stereo not given) | -0.2 | -2 | 0 | -0.2
COc1ccc(C2CC(C(F)(F)F)n3nc(C(=O)Nc4ccc(C#N)cc4)cc3N2)cc1 (stereo not given) | -0.1 | -10 | -9 | -0.4
COc1ccc(NC(=O)CC2C(=O)N(c3ccccc3)C(=S)N2CCc2ccc(OC)c(OC)c2)cc1 (stereo not given) | 0.0&0.1 | -12&16 | -2&-4 | -0.2&1.7
O=C(Nc1ccc2oc(-c3cccc(I)c3)nc2c1)c1ccccc1F | 0.3 | 14 | 5 | -0.8
Cc1cccc(CS(=O)(=O)NC(C)Cc2ccco2)c1 (stereo not given) | -0.1 | -5 | 2 | -0.5
CC1CCCC(C)N1C(=O)CN1CCC(O)(c2ccccn2)CC1 (stereo not given) | 0.2 | 1 | -7 | 1.1
CCOC(=O)c1c(NC(=O)c2nn3c(C(F)(F)F)cc(-c4ccco4)nc3c2Br)sc2c1CCCC2 | 0.5 | 9 | 3 | -0.1
COc1ccc(C2(O)CCN(CC(=O)Nc3nc(-c4ccccc4)cs3)CC2)cc1 | -0.1 | 5 | -2 | -0.9
COc1ccc(Br)cc1/C=N\NC(=O)CNc1ccc(C)cc1 | 0.2 | 21 | -6 | 0.8
Cc1ccc(C(=O)COC(=O)C(C(C)C)N2C(=O)C3C4C=CC(C4)C3C2=O)cc1C (stereo not given) | 0.0 | -5 | -6 | -0.4
Fc1ccccc1-c1ccc(NCCc2ccccn2)nc1 | -0.2 | 21 | -83 | -0.3
c1csc(CCNc2ncnc3sc4c(c23)CCC4)c1 | 0.1 | 21 | 37* | 2.1
O=C(O)C1CSC(c2coc3ccccc3c2=O)N1 (stereo not given) | -0.7 | -6 | -9 | -1.0
O=C(CN1C(=O)c2ccc([N+](=O)[O-])cc2C1=O)Nc1ccc(Br)cc1C(=O)O | -0.2 | -9 | 0 | 1.4

Reprinted at random: 7 records from the list
Structure | FBW7 activator | MITF inh | TEAD-YAP block | GPR151 activ
COC(=O)c1cc2cc(OC)ccc2oc1=O | -0.1 | -4 | -9 | 0.1
c1csc(CCNc2ncnc3sc4c(c23)CCC4)c1 | 0.1 | 21 | 37* | 2.1
CCC1C(=O)N=C(SCC(=O)Nc2ccc(C)cc2)N(c2ccccc2)C1=O (stereo not given) | 0.1 | -1 | 15 | 1.1
COc1cc(/C=C2/SC(=O)N(C)C2=O)ccc1OCc1cccc(C(=O)O)c1 | 0.2 | -6 | -23 | 4.4
Cc1ccc(C(=O)COC(=O)C(C(C)C)N2C(=O)C3C4C=CC(C4)C3C2=O)cc1C (stereo not given) | 0.0 | -5 | -6 | -0.4
CCOC(=O)c1c(NC(=O)c2nn3c(C(F)(F)F)cc(-c4ccco4)nc3c2Br)sc2c1CCCC2 | 0.5 | 9 | 3 | -0.1
CC1=C(C(=O)O)N2C(=O)[C@@H](NC(=O)[C@H](N)C3=CCC=CC3)C2SC1 (stereo not given in full) | 0.0 | 11 | 14 | -0.7

Further results
Structure | FBW7 activator | MITF inh | TEAD-YAP block | GPR151 activ
O=C(c1ccc(F)c(F)c1)N1CCN(c2cc(N3CCCCC3)c(F)cc2[N+](=O)[O-])CC1 | -0.2 | 5 | 18 | -0.1
C=CCn1c(=O)c(C(=O)Nc2nnc(CC(C)C)s2)c(O)c2ccccc21 | 0.1 | 5 | -4 | 0.9
CCC(=O)Nc1ccc(Cl)c(NC(=O)COc2ccc(Br)cc2)c1 | 0.0 | 7 | -3 | -1.4
Cc1ccc(OCCn2cnc3ccccc3c2=O)c(Cl)c1 | 0.2 | 19 | -53 | -2.3
Cc1ccc(C)c(NC(=O)c2cnc3n(c2=O)CCS3)c1 | 0.1 | 5 | -5 | -0.4
CCN(CC)C(=O)CN1CCC(n2c(C)nc3cc(C(F)(F)F)ccc32)CC1 | 0.1 | 15 | 4 | 0.2
COc1ccc(C2CC(=O)NC2=O)cc1Br (stereo not given) | 0.0 | 6 | -2 | -0.4
O=C1NC(=S)NC(=O)C1=Cc1cc2c(c([N+](=O)[O-])c1)OCO2 | -0.7 | 26 | 3 | -0.9
CN1C(=O)c2ccc(N(C)C)cc2C1=O | 0.1 | 8 | -4 | 0.1
CN(C)S(=O)(=O)c1ccc(C(=O)Nc2ccc(SC#N)cc2)cc1 | -0.1 | 17 | 11 | 0.4
O=C(CCCn1c(=S)[nH]c2ccsc2c1=O)NCCc1ccccc1 | 0.0 | -2 | 2 | 0.2
Cc1cc(C)nc(N2CCC(CNS(=O)(=O)Cc3ccccc3)CC2)n1 | 0.9 | 21 | -1 | -0.7
N=C1/C(=C/c2cccc(OCCOc3ccccc3Cl)c2)C(=O)N=C2SC(C(F)(F)F)=NN12 | 0.1 | 8 | -31 | -0.2
CCOc1cc(N2CCOCC2)c(OCC)cc1NC(=O)Nc1cccc2ccccc12 | -0.3 | 4 | -15 | 1.6
CCOC(=O)N1CCN(S(=O)(=O)c2ccc(C3CCCCC3)cc2)CC1 | 0.1 | 9 | 0 | -1.2
O=C(Cc1cccc(F)c1)N1CCc2c(nc(N3CCCC3)[nH]c2=O)C1 | 0.1 | 2 | 8 | -0.1
O=C(Nc1ccc(F)cc1F)c1ccccc1Br | -0.2 | -2 | -35 | -2.0
Cc1cc(Cl)ccc1NC(=S)N1CCN(CCO)CC1 | 0.2 | 12 | 11 | 2.1
COc1cccc(CN2CCN(CC3CC=CCC3)CC2)c1OC (stereo not given) | -0.3 | 81* | 7 | -0.8
O=C(N/N=C/c1cc(Br)cc(I)c1O)c1cccnc1 | -0.2 | 41 | 68* | -0.5
CC1(C)CC(=O)C2=C(C1)N(c1ccc(Br)cc1)C(N)=C(C#N)C2c1cccnc1 (stereo not given) | -0.2 | 0 | -5 | 1.6
OC1CCC(Nc2nc(NCc3cccnc3)c3ncn(C4CCCCC4)c3n2)CC1 (stereo not given) | 0.0 | 11 | -14 | 2.0
Cc1ccc(Nc2nc(N(C)C)nc3[nH]ncc23)cc1C | -0.1 | -4 | 0 | -0.2
Cc1nn(C)cc1CN(C)C(Cc1ccccc1F)C1CCN(C(=O)CCC(N)=O)CC1 (stereo not given) | 0.1 | -84 | 8 | -0.9
CCCc1nnc(SCC(=O)N2CCCC(C)C2)n1CC1CCCO1 (stereo not given) | -0.1 | 6 | 7 | -0.6
CCN1CCc2c(sc(NC(=O)c3cc(Cl)sc3Cl)c2C(N)=O)C1 | 0.2 | 3 | 0 | 2.6
COc1ccc(C(=O)N/N=C(\C)CC(=O)NCc2ccco2)cc1 | 1.4 | 24 | -52 | -0.8
CC(C)[C@H](NS(=O)(=O)c1ccccc1)C(=O)OCC(=O)Nc1sccc1C#N | 0.1 | 16 | -6 | 0.7
COc1ccc(-c2nnc3ccc(SCC(=O)Nc4ccc(F)cc4)nn23)cc1 | -0.1 | -1 | 4 | 0.6
Cc1cccc2cc(CN(Cc3ccc(F)cc3)C(=O)c3ccncc3)c3nnnn3c12 | -0.1 | -9 | -5 | 0.3

(next part)
The line under a structure holds: FBW7 activator	MITF inh	TEAD-YAP block	GPR151 activ
Cc1cc(Cl)ccc1N(CC(=O)NCC1CCCO1)S(=O)(=O)c1ccccc1 (stereo not given)
    0.6	73*	14	-1.5
Cc1cccc(NC(=O)CSc2nnc(CNC(=O)c3cccs3)n2-c2ccc(Br)cc2)c1
    0.1	22	-1	-0.7
O=C1CC(c2nc3ccccc3[nH]2)CN1c1ccccc1 (stereo not given)
    -0.1	-1	-9	-0.4
Cc1ccc(C(=O)CN(C(=O)c2ccc(Cl)cc2)N2C(=O)CCC2=O)cc1
    0.2	14	3	0.1
Cc1nc2ccccc2c2oc(C(=O)NCc3ccco3)cc12
    -0.2	17	4	-0.3
Cn1cccc1Cc1nnc(SCC(=O)Nc2nccs2)n1-c1ccccc1
    0.0	13	1	0.1
O=C(Nc1ccc2c(c1)OCCO2)c1ccccc1NCC(=O)N1CCc2ccccc21
    -0.2	-2	-25	-0.3
O=C(CCn1cnnn1)N1CCC(c2nc3sc4c(c3c(=O)[nH]2)CCCC4)CC1
    0.3	19	9	3.1
O=S(=O)(NCC(c1cccs1)N1CCOCC1)c1cc(F)ccc1F (stereo not given)
    0.4	-6	-4	-1.3
O=C(NCc1ccccc1)C(=O)N/N=C/c1c[nH]c2ccccc12
    -0.2	2	8	-0.2
Cc1ccc2c(c1)ncn2C1CCN(S(=O)(=O)c2ccc(F)cc2)CC1
    0.0	7	-7	-0.6
CC1(C)Cc2c(sc3nc4n(c(=O)c23)CCCS4)CO1
    -0.1	11	3	-0.5
Cc1c(NC(=O)CSc2nc3ccc([N+](=O)[O-])cc3s2)c(=O)n(-c2ccccc2)n1C
    0.1	3	9	-0.3
CCOC(=O)Cn1nnnc1CN(Cc1ccccc1)Cc1cc2ccc(C)cc2[nH]c1=O
    0.1	3	8	-0.4
COc1cccc(-n2nnc3c(N4CCN(S(=O)(=O)c5cc(F)ccc5F)CC4)ncnc32)c1
    -0.2	-5	2	6.0*
CN(C)c1ccc(C2/C(=C(/O)c3ccc(F)cc3)C(=O)C(=O)N2CCCCCC(=O)O)cc1 (stereo not given)
    0.3	6	-6	0.1
Cc1cc(CN2CCc3c(nc(N4CCCC(C)C4)[nH]c3=O)C2)c(C)n1CC1CCCO1 (stereo not given)
    -0.1	-6	-10	-1.0
C=C(C)C1CCC(C)OC1CN1CCOCC1 (stereo not given)
    1.5	26	-1	-1.4
O=S(=O)(c1ccc(NCCOCCO)nc1)N1CCCCC1
    0.0	-11	-4	-1.0
C/C(=N/N=C(/N)SCc1ccccc1)C(C)(C)C
    0.8	-2	-8	0.4
N#C/C(=C\c1ccc(-c2ccc(C(=O)O)cc2)o1)C(=O)NCc1cccs1
    -0.2	14	-35	0.4
COc1ccccc1-c1cnc2c(Nc3ccc(C(N)=O)cc3)nccn12
    1.1	18	-68	-0.8
Cc1cc(C)c(C)c(S(=O)(=O)N2CCCC2)c1C
    0.0	-10	4	0.1
O=C1/C(=C\c2ccncc2)SC(=S)N1c1ccccc1F
    -0.1	-8	-12	-1.4
CCCCN(CC)Cc1c(C)[nH]c2ccc(Cl)cc2c1=O
    0.2	8	8	0.3
CCOC(=O)c1c(C)oc2c1c1c(c3ccccc32)OCN(CCCn2ccnc2)C1
    -0.4	17	-99	2.5
Nc1cc(=O)[nH]n1C1CCN(c2ccccc2)CC1
    1.3	24	-8	-0.6
CC1c2cccn2CCN1C(=O)c1cccc(OC2CCN(S(C)(=O)=O)CC2)c1 (stereo not given)
    0.0	10	6	0.5
COC(=O)C1=C(C)OC(N)=C(C#N)C1c1ccc(OC)c(CSc2ccccn2)c1 (stereo not given)
    -0.1	2	2	-0.5
CCOc1cc(S(=O)(=O)Nc2ccc(Cl)cn2)ccc1F
    -0.1	-3	-5	-0.5
COc1ccc(C2(C(=O)N3CCC(Nc4nc(C)c(C)c(=O)[nH]4)CC3)CC2)cc1
    0.1	12	13	0.3
O=C(CSCC(=O)NCc1cccs1)NCc1cccs1
    0.2	18	11	-0.4
COc1ccccc1-c1csc(NC(=O)c2ccc(S(=O)(=O)N(C)c3ccccc3)cc2)n1
    -0.1	1	16	-0.7
CC1CCN(C(=O)CCNS(=O)(=O)c2ccc3c(c2)oc(=O)n3C)CC1
    -0.2	-1	-1	-0.7
COc1ccccc1NC(=O)c1ccc2nc(N3C(=O)CCC3=O)sc2c1
    -0.1	8	-4	1.3
O=C(CCCOc1ccccc1)Nc1ccc(S(=O)(=O)Nc2ncccn2)cc1
    -0.3	0	-6	-1.6
COc1ccc(/C=N/NC(=O)C(C)Nc2ccccc2C)cc1 (stereo not given)
    -0.1	-1	7	0.5
Cc1nc2ccccc2c2oc(C(=O)NCCN3CCCCCC3)cc12
    -0.2	4	9	-0.4
